Screening results as filed in PubChem BioAssay.
Luciferase inh: blocks purified firefly luciferase enzyme activity; Potency, µM (doses to about 115 µM), for the others: top-dose activity change, negative = inhibition, usual class: inhibitors; purified P. pyralis luciferase, luminescence, biochemical; P08659; actives 2.5% (n = 76,000); note: potency is the fitted concentration of half-maximal effect; nearly all actives have a fitted effect of over 65% in size
Target sequence (P08659 whole entry, looked up): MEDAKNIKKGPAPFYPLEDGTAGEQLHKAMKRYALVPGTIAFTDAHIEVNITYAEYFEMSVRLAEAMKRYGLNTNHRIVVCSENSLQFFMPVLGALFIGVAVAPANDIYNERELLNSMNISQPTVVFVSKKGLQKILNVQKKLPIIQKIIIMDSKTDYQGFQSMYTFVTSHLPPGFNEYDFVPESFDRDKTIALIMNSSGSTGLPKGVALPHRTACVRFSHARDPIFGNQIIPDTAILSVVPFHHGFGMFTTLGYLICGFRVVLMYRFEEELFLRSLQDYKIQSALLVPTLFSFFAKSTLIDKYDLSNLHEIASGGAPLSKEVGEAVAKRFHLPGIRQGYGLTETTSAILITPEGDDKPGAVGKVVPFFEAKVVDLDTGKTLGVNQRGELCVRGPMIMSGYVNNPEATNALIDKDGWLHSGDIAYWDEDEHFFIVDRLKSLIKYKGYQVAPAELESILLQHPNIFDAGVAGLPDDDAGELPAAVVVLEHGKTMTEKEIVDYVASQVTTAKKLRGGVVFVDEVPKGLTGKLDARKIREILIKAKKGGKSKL
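FLuc 10nM, D-luciferin 10uM, ATP 10uM, Mg acetate 10mM, Tris acetate pH 7.5, Tween/BSA; cpd qHTS; enzyme added last; CCD luminescence.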
GPT2 inhibitor: inhibitors of human GPT2 alanine aminotransferase | Potency, µM (top dose mostly 57.7 µM), for inactives: at the highest dose activity change, negative = inhibition, actives largely listed as inhibitors | Recombinant GPT2, coupled pyruvate oxidase/HRP Amplex Red fluorescence | actives 0.25% (n = 100,000) | AID 1671188 | Q8TD30; note: potency is the fitted concentration of half-maximal effect; nearly all actives have a fitted effect of over 60% in size; many of its hits are not listed in these tables
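Recombinant GPT2 (10ng/uL) with 250uM a-KG and 2mM L-alanine, 30 min at room temperature, in HEPES pH 7.5 buffer. Pyruvate detected by pyruvate oxidase/HRP/Amplex Red fluorescence after 30 min in the dark; AOA (50uM) as positive control.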
IP6K1 inhibitor: inhibitors of human IP6K1; Q92551; IP6K1 kinase, ADP-Glo luminescence, 2 h; hits give low values; activity change, % (series mostly up to about 58 µM); actives 0.81% (n = 140,000); in the data active = activity change below about -25%
Target sequence (Q92551 whole entry, looked up): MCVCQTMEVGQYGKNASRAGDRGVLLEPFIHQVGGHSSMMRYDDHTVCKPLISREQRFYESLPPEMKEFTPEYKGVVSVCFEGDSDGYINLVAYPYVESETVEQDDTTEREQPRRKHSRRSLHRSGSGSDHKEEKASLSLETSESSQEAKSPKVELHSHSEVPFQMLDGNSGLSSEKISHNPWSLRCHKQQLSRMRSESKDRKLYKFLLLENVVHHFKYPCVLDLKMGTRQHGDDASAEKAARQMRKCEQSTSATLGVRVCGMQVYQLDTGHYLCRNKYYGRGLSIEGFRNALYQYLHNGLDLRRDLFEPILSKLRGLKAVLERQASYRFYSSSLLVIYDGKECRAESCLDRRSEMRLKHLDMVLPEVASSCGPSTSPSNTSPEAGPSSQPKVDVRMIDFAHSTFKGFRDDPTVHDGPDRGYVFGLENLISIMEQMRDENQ
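ADP-Glo luminescence measures ADP made by human IP6K1 during a 2 h RT reaction with ATP/IP6 (mix at 1.3 mM/130 uM); top library doses 57.5 and 19.1 uM final.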
3T3 cytotox: NIH 3T3 cell cytotoxicity. NIH 3T3 viability, CellTiter-Glo ATP luminescence, 48-72 h. Potency, µM (highest dose often 96.7 µM), for the others: top-dose activity change, negative = cytotoxicity, usual class: inhibitors. actives 4.3% (n = 94,000). AID 1345082; note: potency is the fitted concentration of half-maximal effect; nearly all actives have a fitted effect of over 55% in size
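ATP-dependent luminescence (CellTiter-Glo) served as the viability signal for NIH 3T3 cells treated with compound for 48 or 72 hr at 37 °C.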
SNCA expr inhib: reduces expression of the alpha-synuclein gene | HEK-293 SNCA-luciferase knock-in, luminescence, 24 h | Potency, µM (titrated, usually from 57.2 µM), without a hit: at the highest dose activity change, negative = inhibition, most hits filed as inhibitors | actives 0.17% (n = 140,000);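 note: potency is the fitted concentration of half-maximal effect; plate controls were DMSO cells for no effect and cell-free wells for full effect; nearly all actives have a fitted effect of over 45% in size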
HEK293 tox: cytotoxic compounds in HEK 293 cells. HEK 293 viability, ATP luminescence (CellTiter-Glo), 48-72 h. Potency, µM (series often up to 115 µM), inactives show at the highest dose activity change, negative = cytotoxicity, usual class: inhibitors. actives 6.6% (n = 94,000). AID 1345083; note: potency is the fitted concentration of half-maximal effect; nearly all actives have a fitted effect of over 60% in size
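Viability of HEK 293 cells, plated at 250 cells/well, was judged by cellular ATP after compound treatment for 48 or 72 hr. Luminescence was imaged 10 min after CellTiter-Glo addition at room temperature.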
HEK293 viab: counter-screen for SNCA expression inhibitors: cell viability. actives 0.12% (n = 150,000). AID 1671193. HEK-293-SNCA-luc viability, GF-AFC fluorescence, 24 h. Potency, µM (highest dose often 57.1 µM), for the others: top-dose activity change, negative = cytotoxicity, actives largely listed as cytotoxic;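 note: potency is the fitted concentration of half-maximal effect; 0% = DMSO-treated cells and -100% = medium-only wells without cells; nearly all actives have a fitted effect of over 30% in size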
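Cytotoxicity counterscreen: after 24 h compound treatment of genome-edited SNCA-luciferase HEK-293 cells, live-cell protease substrate GF-AFC read by fluorescence after 30 min; activity scaled between DMSO (0%) and medium-only (-100%), curves Hill-fitted.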
An asterisk follows results filed as active; i = inactive; ? = inconclusive; / = no result given; [ ] = remark or other dose. Unless noted, calls come from the whole dose curve; as a rule, active = well fitted curve in the direction sought with a large enough effect; inconclusive = small, poorly fitted or top-dose-only effect, or another doubt; inactive = no such curve, though single readings can be large; an effect the other way counts as inactive or inconclusive. Unless noted, % is set by controls: 0 for no effect and ±100 for the full control effect. These rows are one share of the data. The share of hits here may be higher or lower than overall.

mol | GPT2 inhibitor | 3T3 cytotox | Luciferase inh | HEK293 tox | HEK293 viab | SNCA expr inhib | IP6K1 inhibitor
O=C(C[C@@H]1O[C@H](CNC(=O)c2cccc(F)c2)[C@@H](O)[C@H]1O)NCc1ccc(F)cc1 | -7.1%[88.5 µM] | -1.9%[174 µM] | -2.4%[172 µM] | i | 4.7%[87.6 µM] | -21.2%[87.6 µM] | -12.5
Cn1cc(CN2CCN(c3ccc(C#N)cn3)CC2)c(-c2ccccc2)n1 | 2.9% | ? | 11.9% | 79.4µM* | 6.6% | 19.5% | -4.4
O=C(COc1cccc(-c2nnc3n2CCCC3)c1)N1CCN(c2ccc(F)cc2)CC1 | i | ? | 3.0% | ? | -1.6% | -23.3% | -7.2
O=C(NC1CCN(c2nccc(Nc3ccccc3F)n2)CC1)c1ccccc1 | i | ? | / | ? | -1.9%[12.5 µM] | 1.9% | 7.9
CCOc1cc2c(cn1)NCCN(Cc1ccccc1O)C2 | i | -20.0%[138 µM] | 3.6%[172 µM] | ? | -3.5%[87.6 µM] | 29.0%[87.6 µM] | -16.8
COc1ccc(CCNC(=O)c2ccc3nc(CCc4ccccc4)oc3c2)cc1OC | / | / | / | / | -7.3% | 30.1%[activator] | 4.8
CN1C[C@@H](NC(=O)CCC(=O)O)C[C@H]1c1nc(-c2ccc3ccccc3c2)no1 | i | -29.7%[174 µM] | 31.6µM* | -5.7%[172 µM] | 5.9%[87.6 µM] | 40.3%[activator][87.6 µM] | -10.8
O=C(Nc1ccc(C2(C(=O)NCc3ccccn3)CCCCC2)cc1)C1CC1 | ? | -8.3% | 4.6% | ? | 7.0% | 2.1% | 5.6

(continued)
mol | GPT2 inhibitor | 3T3 cytotox | Luciferase inh | HEK293 tox | HEK293 viab | SNCA expr inhib | IP6K1 inhibitor
Cc1cc(=O)n(CC(=O)Nc2ccccc2)c(-c2ccc(Cl)cc2)n1 | 1.2% | -8.8% | 0.2% | ? | -1.6% | ? | -6.8
COCCOC1CCOC2(CCN(C(=O)Nc3ccccc3)CC2)C1 (stereo not drawn) | i | -11.8% | -14.3% | -3.6% | 0.4%[12.5 µM] | 12.3% | -10.7
O=C(Cc1ccsc1)N1CCC([C@@H]2CNC[C@H]2CO)CC1 | i | 3.8% | -3.9% | i | 1.7%[12.5 µM] | ? | 6.3
Cc1ccc(NC(=O)c2nc(S(C)(=O)=O)ncc2N(Cc2ccco2)Cc2ccco2)cc1 | / | / | / | / | 5.3% | -20.1% | 20.4
CCOC(=O)Cc1cc(C(=O)Nc2ccc(Br)cc2)sc1-c1ccc(C)cc1 | / | / | / | / | -18.5% | ? | 10.2
CN1CCN(C(=O)C[C@@H]2CCNC[C@@H]2Cc2cc(-c3ccccc3)on2)CC1 | -10.8%[88.5 µM] | ? | -0.5%[172 µM] | -29.5%[172 µM] | 6.6%[87.6 µM] | 2.9%[87.6 µM] | 25.0
COc1ccc(CC(=O)NC2CCCN(c3ccc4nnc(-c5ccccc5)n4n3)C2)cc1 (stereo not drawn) | / | ? | / | ? | / | / | 13.2
COc1cccc(CC(=O)N2CCC3(CC2)CC(N(Cc2ccccc2)C2CC2)CCO3)c1 (stereo not drawn) | 1.1% | ? | -13.5% | ? | 2.1% | -10.2% | -6.2

(more compounds)
mol | GPT2 inhibitor | 3T3 cytotox | Luciferase inh | HEK293 tox | HEK293 viab | SNCA expr inhib | IP6K1 inhibitor
COCC1(CNC(=O)c2cnccn2)C[C@@H](O)[C@@H](O)C1 (stereo partly drawn) | -13.1%[88.5 µM] | -1.5%[174 µM] | 0.2%[230 µM] | 1.6%[230 µM] | 2.9%[87.6 µM] | 24.3%[87.6 µM] | 4.9
CC1=C(C(=O)Nc2ccccc2C)C(c2sccc2C)n2ncnc2N1 (stereo not drawn) | / | / | / | / | -3.1% | -6.9% | -1.3
O=C(c1ccco1)N(Cc1cccnc1)c1nc2c(F)cccc2s1 | / | / | / | / | 1.7% | 39.0%[activator] | 11.9
CC(=O)c1ccc(C(=O)N(Cc2cccnc2)c2nc3c(C)c(C)ccc3s2)cc1 | / | / | / | / | -6.2% | 14.0% | -0.7
CCCC1=Nc2cc(C(=O)NCc3ccc(OC)cc3)ccc2Sc2ccc(C)cc21 | / | / | / | / | -12.7% | -33.2% | 8.6
Cc1ccc(C2c3cccn3CCN2S(=O)(=O)c2ccc([N+](=O)[O-])cc2)cc1 (stereo not drawn) | / | / | / | / | -1.4% | -0.1% | -2.5
CCOC(=O)c1ccc(NC(=O)CSc2c3c(nc4cc(Cl)ccc24)CCCC3)cc1 | / | / | / | / | -3.6% | 18.1% | 22.0
Cc1ccc(C(=O)N2CCC(Cc3nc(-c4cnccn4)no3)CC2)cc1 | i | ? | 7.5% | ? | -1.4% | 7.4% | 15.6

(list continues)
mol | GPT2 inhibitor | 3T3 cytotox | Luciferase inh | HEK293 tox | HEK293 viab | SNCA expr inhib | IP6K1 inhibitor
Cc1ccc(NC(=O)Cn2c(=O)n(Cc3ccc4c(c3)OCO4)c(=O)c3ccc(C(=O)NC4CCCCC4)cc32)cc1 | / | / | / | / | 3.3% | -5.7% | -0.2
Cc1ccc(-c2nnc3ccc(NC(C)C)nn23)nc1 | -17.4%[88.5 µM] | ? | 2.6%[230 µM] | ? | 0.5%[87.6 µM] | -18.9%[87.6 µM] | -17.1
Cc1ccc(C)c(NC(=O)c2cc3n(n2)CC(c2ccc(Cl)cc2)OC3)c1 (stereo not drawn) | i | ? | 7.6% | ? | -0.8% | -5.4% | 26.5
O=C(COc1ccc(-n2cnnn2)cc1)N1CCCC2(CCOC2)C1 (stereo not drawn) | i | -8.0% | -5.7% | -7.1% | 3.4% | 13.8% | 7.7
CCOC(=O)C1CCCN(C(=O)c2cn3cc(-c4cccc(C(F)(F)F)c4)sc3n2)C1 (stereo not drawn) | i | -31.0% | / | -15.7% | 11.6% | 8.9% | 3.8
CCOC(=O)c1cccc(NC(=O)N2CC[C@@H](CC(=O)NCc3ccccc3OC)[C@@H](CC)C2)c1 | 2.8% | ? | 10.2% | ? | -7.1% | -23.8% | -6.1
CCOC(=O)C(C#N)=C(c1ccccc1)c1ccccc1 | -8.6% | / | / | / | -14.0%[23.9 µM] | -28.1%[25.6 µM] | 5.5
Cc1noc(C)c1CC(=O)N1CC[C@@H](NC(=O)c2cnccn2)[C@H](O)C1 | i | 1.9% | 1.9% | -3.0% | -4.8% | ? | 30.7

Following part
mol | GPT2 inhibitor | 3T3 cytotox | Luciferase inh | HEK293 tox | HEK293 viab | SNCA expr inhib | IP6K1 inhibitor
COc1ccc2nc(C[C@@H]3C[C@@H](C(C)C)[C@H](CNC(=O)Nc4ccc(F)cc4)C=C3C)[nH]c2c1 | -9.0% | 39.8µM* | 0.1% | 28.2µM* | ? | ? | -4.6
Cc1ccc([C@H]2C[C@@H](O)[C@@H](O)[C@@H]2NC(=O)C2CCOCC2)cc1 | i | i | -5.4%[172 µM] | i | 6.2%[87.6 µM] | 37.0%[activator][87.6 µM] | 9.3
CC(=O)N1CCCc2cc(S(=O)(=O)N(C)CC(=O)Nc3cccc(C)c3C)ccc21 | / | / | / | / | -16.5% | 0.6% | -2.2
CO[C@H]1C(=O)N(C(C)C)[C@H]1C1CCN(C(=O)c2cnccn2)CC1 | 3.9% | 1.2% | -6.2% | -4.0% | 8.1% | -3.3% | 6.8
C=C(NC(=O)C(=C)NC(=O)c1csc(C2=NC3c4csc(n4)C4NC(=O)c5csc(n5)C(C(C)(O)C(C)O)NC(=O)C5CSC(=N5)/C(=C/C)NC(=O)C(C(C)O)NC(=O)c5csc(n5)C3(CC2)NC(=O)C(C)NC(=O)C(=C)NC(=O)C(C)NC(=O)C(C(C)CC)NC2C=Cc3c(C(C)O)cc(nc3C2O)C(=O)OC4C)n1)C(N)=O (stereo not drawn) | i | / | / | / | ? | / | -3.9
CC1CCN(CC2CCCN(C(=O)CC3CCCC3)CC2)CC1 (stereo not drawn) | -10.4% | -28.4% | -0.6% | ? | -5.6% | 10.4% | -15.1
OC1CC(c2cc(NCCOCc3ccc(Cl)cc3)ncn2)C1 (stereo not drawn) | -0.7% | ? | -2.1% | ? | 6.7% | -0.9% | 7.1
CNC(=O)[C@H]1C[C@H](Oc2cccnc2)CN1C(=O)Nc1cccc(F)c1 | i | -2.9% | 5.1% | i | -6.3% | -13.3% | 5.4

(listing goes on)
mol | GPT2 inhibitor | 3T3 cytotox | Luciferase inh | HEK293 tox | HEK293 viab | SNCA expr inhib | IP6K1 inhibitor
O=C(CCC1CCCC1)NCC12CCC=C1N(CC1CC1)C(=O)CC2 (stereo not drawn) | 4.8% | ? | 5.5% | -22.6% | 4.5% | 2.8% | -8.2
O=C(NCCCc1ccccc1)C1CN(C2CCCC2)C(=O)N1 (stereo not drawn) | -5.5%[88.5 µM] | -11.0%[138 µM] | / | i | 2.9%[12.5 µM] | ? | 1.6
CC(C)(C)C(=O)N1CCCC(C(=O)N2CCC(c3nc4ccncc4[nH]3)CC2)C1 (stereo not drawn) | -1.9% | -5.6% | / | 0.4% | -10.0% | -16.3% | -3.9
CCOc1ccc(CC(=O)NCc2ccc3c(c2)CCN3C(=O)c2ccc(F)cc2)cc1OCC | / | / | / | / | 1.3% | -3.4% | -10.5
CCCc1nnc(NC(=O)C2CC(=O)N(c3n[nH]c4ccccc34)C2)s1 (stereo not drawn) | -15.1% | i | 15.4% | -7.0% | 10.5% | -4.6% | 14.9
O=C(NCCN1CCCCC1)C1CCCN(c2cnc3nccnc3c2)C1 (stereo not drawn) | i | -10.4% | -5.7% | -16.7% | -8.7% | -7.1% | -7.0
O=C(CCCn1c2ccccc2c(=O)c2ccccc21)Nc1ccc(F)cc1Cl | / | / | / | / | 14.8% | ? | 10.2
CC(C)Oc1ccc(CN2CCc3n[nH]c(=O)n3CC2)cc1 | i | -13.3% | -4.4% | 5.6% | -3.3% | -18.8% | -0.4

The list goes on:
mol | GPT2 inhibitor | 3T3 cytotox | Luciferase inh | HEK293 tox | HEK293 viab | SNCA expr inhib | IP6K1 inhibitor
Cc1nc2scc(CC(=O)NC(C)C)n2c(=O)c1-c1cc(C)n(-c2cccc(Cl)c2)n1 | 3.6% | i | -0.1% | i | 6.5% | 4.7% | 5.2
COc1ccc(N2CC3CCC(C2)N3C(C)=O)cc1 | 2.2%[88.5 µM] | -15.1%[138 µM] | / | -8.6%[172 µM] | -9.3%[87.6 µM] | 10.5%[87.6 µM] | 7.5
O=C(Nc1ccc(F)cc1F)c1cccc2c1C(=O)N(C1CCCCC1)C2 | / | / | / | / | -8.1% | 8.0% | -19.1
O=C1CCCN1CCCN1C(=O)[C@@H]2C[C@@H](O)CN2C2(CN(Cc3ccc(OC(F)(F)F)cc3)C2)C1=O | -6.4% | -23.2% | 4.4% | -8.0% | -4.8% | 1.8% | 2.6
O=C1CCCCCN1C1CCN(Cc2ccncc2)CC1 | i | -10.6%[138 µM] | 2.2%[172 µM] | -4.9%[172 µM] | 9.6%[87.6 µM] | -4.4%[87.6 µM] | 10.4
Cc1ccc(CNC(=O)c2ccc3c(c2)N(Cc2cccc(Cl)c2)C(=O)CS3)cc1 | / | / | / | / | -11.0% | -0.9% | 16.8
